High-throughput results from PubChem.
BoNT A protease = blocks Botulinum neurotoxin A light chain protease | multiplex microsphere protease substrate cleavage, flow cytometry | inhibition, % at 10 µM | hit rate 0.17% among 360,000 | AID 588499; also: plate controls were buffer without enzyme for full effect and enzyme alone for no effect
CCHF vOTU inh = blocks the CCHF virus ovarian tumor domain protease; CCHFV vOTU protease, Pep-AMC fluorescence; inhibition, % at 11.5 µM; hit rate 0.55% among 370,000; AID 651958; in the data active = inhibition above about 30%; also: 0% = vehicle wells with enzyme and 100% = no enzyme wells
Anthrax LF prot = inhibitors of Bacillus anthracis lethal factor protease. P15917. multiplex microsphere protease cleavage assay, LF. inhibition, % at 10 µM. hit rate 0.12% among 360,000; also: plate controls were buffer without enzyme for full effect and enzyme alone for no effect
PfHsp40 rescue = restores yeast growth despite PfHsp40 toxicity | AID 504582 | S. cerevisiae expressing PfHsp40, growth rescue, ATP luminescence | growth rescue, % at 12.5 µM | hit rate 0.68% among 340,000; in the data active = growth rescue above about 28%, passing the limit was not always enough; inconclusive = no clear call, values can overlap the other calls;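 also: yeast W303a lacking pdr1 and pdr3 grown in galactose medium; growth measured after three days at 30 °C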
TcdB inh = TcdB glycohydrolase inhibition | P18177 | inhibition, % at 9.99 µM | hit rate 0.24% among 350,000 | TcdB glycohydrolase enzymatic assay, plate reader | AID 652162; in the data active = inhibition above about 10%
Target sequence (P18177 whole entry, looked up): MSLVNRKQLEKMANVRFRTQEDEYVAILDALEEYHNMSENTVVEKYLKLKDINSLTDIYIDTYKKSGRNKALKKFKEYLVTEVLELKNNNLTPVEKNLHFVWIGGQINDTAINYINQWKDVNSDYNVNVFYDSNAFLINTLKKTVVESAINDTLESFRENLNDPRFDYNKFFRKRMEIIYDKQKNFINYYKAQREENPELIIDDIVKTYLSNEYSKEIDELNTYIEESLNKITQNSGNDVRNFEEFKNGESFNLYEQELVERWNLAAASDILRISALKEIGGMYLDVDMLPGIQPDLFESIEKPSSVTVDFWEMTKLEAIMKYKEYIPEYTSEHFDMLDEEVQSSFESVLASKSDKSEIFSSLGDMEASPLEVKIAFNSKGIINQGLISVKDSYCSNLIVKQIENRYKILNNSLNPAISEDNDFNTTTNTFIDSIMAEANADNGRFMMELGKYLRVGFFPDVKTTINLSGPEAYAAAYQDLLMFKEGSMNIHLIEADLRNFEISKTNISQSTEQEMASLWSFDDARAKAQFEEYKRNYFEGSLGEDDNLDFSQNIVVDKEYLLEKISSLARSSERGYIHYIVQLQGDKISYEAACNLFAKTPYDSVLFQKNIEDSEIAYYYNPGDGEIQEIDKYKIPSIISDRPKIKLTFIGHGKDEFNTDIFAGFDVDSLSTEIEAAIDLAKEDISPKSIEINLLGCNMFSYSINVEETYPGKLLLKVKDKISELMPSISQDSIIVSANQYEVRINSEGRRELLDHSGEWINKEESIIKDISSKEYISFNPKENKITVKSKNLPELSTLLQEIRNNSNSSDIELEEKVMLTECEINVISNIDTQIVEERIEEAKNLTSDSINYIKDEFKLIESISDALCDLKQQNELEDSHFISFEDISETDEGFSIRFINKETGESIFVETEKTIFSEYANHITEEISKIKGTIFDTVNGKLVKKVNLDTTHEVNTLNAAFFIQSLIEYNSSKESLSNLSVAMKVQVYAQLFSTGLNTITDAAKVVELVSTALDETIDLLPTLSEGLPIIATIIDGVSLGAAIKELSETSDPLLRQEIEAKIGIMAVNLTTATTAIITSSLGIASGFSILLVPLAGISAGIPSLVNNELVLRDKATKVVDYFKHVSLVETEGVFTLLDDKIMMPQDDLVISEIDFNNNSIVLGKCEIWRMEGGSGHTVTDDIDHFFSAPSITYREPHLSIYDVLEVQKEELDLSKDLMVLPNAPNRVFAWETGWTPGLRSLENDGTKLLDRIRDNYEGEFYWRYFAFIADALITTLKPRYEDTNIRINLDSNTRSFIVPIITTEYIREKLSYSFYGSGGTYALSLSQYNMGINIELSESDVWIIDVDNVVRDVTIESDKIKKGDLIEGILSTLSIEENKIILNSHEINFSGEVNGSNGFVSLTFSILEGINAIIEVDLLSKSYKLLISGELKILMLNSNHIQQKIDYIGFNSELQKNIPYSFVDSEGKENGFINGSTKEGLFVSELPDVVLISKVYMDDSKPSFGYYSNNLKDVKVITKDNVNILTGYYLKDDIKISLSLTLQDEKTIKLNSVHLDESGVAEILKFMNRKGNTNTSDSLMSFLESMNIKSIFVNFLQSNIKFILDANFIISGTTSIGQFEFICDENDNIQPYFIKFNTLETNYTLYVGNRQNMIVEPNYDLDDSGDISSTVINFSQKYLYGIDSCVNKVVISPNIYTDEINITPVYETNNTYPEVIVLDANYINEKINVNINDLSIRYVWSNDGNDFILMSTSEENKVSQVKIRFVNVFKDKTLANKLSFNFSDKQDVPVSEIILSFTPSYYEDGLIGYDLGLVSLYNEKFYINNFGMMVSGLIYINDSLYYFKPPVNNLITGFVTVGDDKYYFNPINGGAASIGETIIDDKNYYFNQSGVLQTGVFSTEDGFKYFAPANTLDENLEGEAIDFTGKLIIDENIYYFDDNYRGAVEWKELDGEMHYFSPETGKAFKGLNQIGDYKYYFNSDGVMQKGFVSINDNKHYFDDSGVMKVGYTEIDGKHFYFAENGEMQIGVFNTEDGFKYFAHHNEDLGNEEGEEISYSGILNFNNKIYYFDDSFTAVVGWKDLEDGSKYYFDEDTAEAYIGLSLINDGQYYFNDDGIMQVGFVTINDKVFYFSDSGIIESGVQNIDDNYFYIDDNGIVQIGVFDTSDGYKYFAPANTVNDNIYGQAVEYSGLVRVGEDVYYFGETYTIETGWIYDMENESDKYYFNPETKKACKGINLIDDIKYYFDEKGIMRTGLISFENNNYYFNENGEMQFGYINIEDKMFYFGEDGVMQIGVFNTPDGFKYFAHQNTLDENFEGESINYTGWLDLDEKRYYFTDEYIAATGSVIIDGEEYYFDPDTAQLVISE
Y pestis TopoI = blocks Yersinia pestis topoisomerase I activity. Y. pestis Topo-I cleavage product accumulation, plate reader. activity, % at 10 µM. hit rate 0.064% among 360,000. AID 504884; in the data active = activity above about 50%, passing the limit was not always enough; inconclusive = no clear call, values can overlap the other calls; also: inactives centre near 2
BoNT-F LC inh = BoNT F light chain protease inhibition | Multiplex microsphere protease cleavage assay, flow cytometry | inhibition, % at 10 µM | hit rate 0.22% among 360,000 | AID 588497; in the data active = inhibition above about 35%, passing the limit was not always enough; inconclusive = no clear call, values can overlap the other calls; also: plate controls were buffer without enzyme for full effect and enzyme alone for no effect
PrPC surface inh = reduces human prion protein on the cell surface | P04156 | cell surface PrPC, TR-FRET read-out | inhibition, % at 13.8 µM | hit rate 0.43% among 370,000 | AID 720596; in the data active = inhibition above about 24%; also: 0% = median of the test wells and 100% = reference compound wells
FadD28 FP inh = inhibitors of Mycobacterium tuberculosis FadD28 bisubstrate binding. FadD28 bisubstrate probe binding, fluorescence polarization. inhibition, % at 12.5 µM. hit rate 0.22% among 360,000. AID 588549; in the data active = inhibition above about 8.5%, passing the limit was not always enough; inconclusive = no clear call, values can overlap the other calls
* marks the source's active call; other numbers are inactive results; ? = inconclusive; · = not tested or not shown. Rule as the data show it, unless noted: active = inhibition above about 30%; inconclusive = no clear call, values can overlap the other calls; inactive = below that.

SMILES | BoNT A protease | CCHF vOTU inh | Anthrax LF prot | PfHsp40 rescue | TcdB inh | Y pestis TopoI | BoNT-F LC inh | PrPC surface inh | FadD28 FP inh
CCCSc1cc(N2CCOCC2)nc(-c2ccccc2Cl)n1 | -0.3 | 1 | 1 | 3.4 | · | 1 | -3 | -4 | -1.1
Cc1ccc(C(=O)OCC(=O)NCc2cccs2)cc1C | 1.7 | 4 | 4 | -1.2 | 0.9 | 0 | 10 | -3 | -0.7
CC1=CC(=C2C(=O)c3ccccc3C2=O)C=C(C)N1C | 0.2 | 5 | -2 | 0.6 | · | -1 | 2 | -29 | 0.7
Cc1ccc2c(C)c(C(=O)N3CCN(C4CCS(=O)(=O)C4)CC3)oc2c1C (stereo not given) | -0.4 | -8 | -1 | -1.0 | 1.6 | 17 | 8 | -2 | -2.0
Cc1cccc2cc(C(c3nnnn3Cc3ccccc3)N3CCCc4ccccc43)c(=O)[nH]c12 (stereo not given) | ? | 3 | 5 | -0.1 | -1.5 | 1 | 2 | 0 | 0.4
CC(C)c1cc(-c2cc(C(=O)NCc3ccccc3)on2)nc(NCC2CC2)n1 | 0.5 | -10 | 7 | 387* | 2.2 | 1 | -3 | 3 | -4.2
CCOC(=O)Cc1csc(NC(=O)CSc2nc(=O)[nH]c3c2CCC3)n1 | 2.3 | -5 | 1 | 0.8 | 1.4 | 9 | -2 | 2 | -2.5
COc1ccc(C)cc1NC(=O)C1CCCN1S(=O)(=O)c1ccc2c(c1)CCC(=O)N2 (stereo not given) | 1.1 | 6 | -4 | -0.2 | 1.5 | 2 | -19 | 5 | -4.8
COC(=O)C1(C(=O)OC)NOC2C(=O)N(N(C)c3ncc(C(F)(F)F)cc3Cl)C(=O)C21 (stereo not given) | -0.3 | 6 | 1 | -1.1 | 1.5 | 2 | -2 | 0 | 0.1
COc1ccc2ccccc2c1C1CC(=O)N2CN(C3CCCCC3)CSC2=C1C#N (stereo not given) | 0.2 | 47* | 2 | 0.4 | -0.7 | 1 | 1 | -10 | -2.1
CC(C)N(C(=O)COC(=O)[C@@H]1CC(O)CN1S(=O)(=O)c1ccc(C(C)(C)C)cc1)C(C)C (stereo not given in full) | -0.7 | -8 | 7 | -0.4 | 1.5 | 24 | 1 | -10 | -1.8
COc1cccc(OCC(=O)N(Cc2nc(-c3ccc(Cl)cc3)no2)C(C)C)c1 | 0.4 | 5 | -5 | -0.9 | 3.3 | -3 | -4 | 2 | 0.6
Cc1cc(Oc2ccc(=O)n(C)n2)nc(SCCOc2ccccc2)n1 | · | 7 | · | -1.0 | 0.3 | 16 | · | 3 | -2.4
COc1ccc(C2C(C(N)=O)=C(C)Nc3nc(-c4ccccc4OC)nn32)cc1OC (stereo not given) | 2.5 | -6 | 3 | -1.5 | · | -4 | 7 | -1 | 0.1
O=C(CN1C(=O)COc2ccccc21)N1CCOCC1 | -1.1 | 7 | 0 | 0.2 | 5.5 | -3 | 7 | -2 | 1.5
CCC(C)C1(CC)C(=O)NC(=O)N=C1N (stereo not given) | 0.1 | -9 | -1 | 1.0 | · | 5 | 6 | -1 | -4.7
CN1CCCC(C(=O)c2ccc(Cl)cc2)C1 (stereo not given) | 0.2 | -13 | 1 | -0.1 | 9.1 | -12 | 5 | -6 | 1.2
CCOCCn1c(SCCc2ccccc2)nc2c1c(=O)[nH]c(=O)n2C | 0.0 | -4 | 1 | -1.0 | 0.9 | 1 | -12 | 7 | -0.6
C=CCn1c(SCC(=O)c2c(N)n(C)c(=O)n(C)c2=O)nc2sc(CC)cc2c1=O | -0.4 | -1 | -2 | -1.3 | · | 1 | -2 | 2 | -0.9
C=CCNC(=O)C(=O)N/N=C/c1cccc(Br)c1 | -1.0 | 3 | -3 | -0.4 | 0.2 | 0 | 1 | -1 | -2.5
Cc1sc(NC(=O)CN(CCc2ccccc2)C(=O)C2CC2)c(C(N)=O)c1C | -0.8 | 24 | -4 | 1.3 | 1.5 | 9 | -1 | 7 | -1.9
CCC(C)[C@H](NC(=O)[C@@H]1CSC2c3ccccc3C(=O)N21)C(=O)NCc1ccco1 (stereo not given in full) | 0.5 | 6 | -1 | -0.6 | -0.1 | 14 | 5 | 2 | 0.3
CC(C)NC(=O)C1CCN(C(=O)C(C(=O)c2ccccc2)n2cc(Cl)ccc2=O)CC1 (stereo not given) | -0.5 | 8 | 0 | 0.3 | · | -7 | -3 | -1 | -0.9
O=C(O)CC1SC(=Nc2ccc(O)cc2)NC1=O (stereo not given) | -0.6 | 11 | 4 | -2.2 | 8.7 | -2 | -5 | 1 | -3.4
CCCCCCCSc1nnc(-c2ccccc2N)c(=O)[nH]1 | -0.6 | 2 | -2 | -0.2 | 1.2 | -2 | -8 | 0 | -1.1
O=C(O)c1cccc([N+](=O)[O-])c1C(=O)Nc1ccc2ccccc2c1 | -2.4 | 9 | 11 | 0.6 | -2.6 | -9 | -1 | 5 | -2.4
CCCN1CCN(C(=O)c2cc(COc3ccc(F)c(F)c3)on2)CC1 | 0.4 | 16 | 1 | 0.1 | 0.6 | -4 | 5 | -1 | -3.5
CC1(C)Cc2cccc(OCC(=O)Nc3ccccc3C(F)(F)F)c2O1 | -4.6 | 10 | -2 | 0.2 | 1.1 | 15 | 9 | 4 | -1.0
COc1ccc(-c2[nH]ncc2CN2CCCCCCC2)c(OC)c1 | -0.5 | -5 | -8 | -0.7 | -1.1 | 3 | -23 | -10 | -2.9
Cc1cccc(C)c1OCCN1CCCC1 | -3.6 | -5 | 6 | 0.7 | 2.0 | 5 | -3 | 3 | -3.5
CCO/N=C(/c1nonc1N)N1CCN(c2ccc([N+](=O)[O-])cc2)CC1 | 0.9 | -16 | 1 | -0.3 | · | 12 | -12 | -12 | -3.1
COC(=O)c1ccc(CO/N=C/c2ccc(OC)cc2OC)cc1 | -3.1 | -4 | -2 | 3.7 | 0.8 | 16 | -22 | 1 | -3.1
CCOc1ccccc1NC(=O)C1CCN(C(=O)NCc2ccccc2)CC1 | 0.5 | -1 | 0 | 0.6 | · | 5 | 14 | -2 | -0.9
CCOc1ccc(CCNC(=O)COC(=O)c2ccc(Cl)nc2)cc1OCC | 2.0 | 8 | 1 | -1.4 | 1.3 | -5 | -6 | 2 | -2.4
O=C(CCCN1C(=O)c2ccccc2C1=O)NCCCN1CCOCC1 | -1.1 | -10 | -25 | 8.6 | · | -3 | -3 | -2 | -4.0
Cc1nn(C)c(Cl)c1CN1CCN(CCC(C)C)C(CCO)C1 (stereo not given) | -0.4 | 11 | -3 | -0.1 | -0.9 | 6 | 0 | -1 | -4.8
COc1ccccc1N1CCN(C(=O)c2cc3c(s2)CCC3)CC1 | -0.1 | 3 | 1 | 0.3 | · | 24 | -2 | 4 | -2.8
CCOC(=O)c1cnc(N2CCN(C(=O)OCC)CC2)[nH]c1=O | 0.1 | -3 | -2 | -0.7 | 2.2 | -7 | -3 | -3 | -3.0
Cc1cc(C)n2cc(-c3ccc(Cl)cc3)c(C(=O)O)c2n1 | 0.3 | -15 | 0 | 5.2 | 7.4 | 3 | 1 | 2 | 0.5
O=C(CCc1ccccc1)Nc1ncc2c(n1)CCCC2=O | 0.3 | -8 | -1 | 1.0 | · | 7 | 0 | -6 | -4.6
CC(C(=O)N1CCCC1)c1ccc([N+](=O)[O-])cc1 (stereo not given) | -0.7 | -1 | -1 | 0.4 | 0.5 | 4 | -3 | -10 | -4.6
COc1ccc(CCNC(=O)C(=O)NCc2ccccc2)cc1OC | -0.1 | 5 | 3 | -1.0 | · | 5 | -4 | 4 | -5.1
Cc1ccc(CN(C)C(=O)COC(=O)CSc2ccc([N+](=O)[O-])cc2)cc1 | · | 9 | · | 0.3 | 2.0 | 40 | · | -2 | -2.3
COc1ccc(OC(C)C(=O)Nc2ccccc2F)cc1 (stereo not given) | -0.1 | 1 | 0 | -0.4 | 0.3 | 1 | -7 | -3 | -1.0
Cc1ccc(C(=O)N/C(=C\c2ccco2)C(=O)NCCCn2ccnc2)cc1 | 0.1 | -11 | -4 | -0.8 | · | 1 | 5 | -14 | 1.9

Rewritten as tab-separated lines: part of the list above
Compound	BoNT A protease	CCHF vOTU inh	Anthrax LF prot	PfHsp40 rescue	TcdB inh	Y pestis TopoI	BoNT-F LC inh	PrPC surface inh	FadD28 FP inh
CCOC(=O)c1cnc(N2CCN(C(=O)OCC)CC2)[nH]c1=O	0.1	-3	-2	-0.7	2.2	-7	-3	-3	-3.0
Cc1cc(C)n2cc(-c3ccc(Cl)cc3)c(C(=O)O)c2n1	0.3	-15	0	5.2	7.4	3	1	2	0.5
O=C(CCc1ccccc1)Nc1ncc2c(n1)CCCC2=O	0.3	-8	-1	1.0	·	7	0	-6	-4.6
CC(C(=O)N1CCCC1)c1ccc([N+](=O)[O-])cc1 (stereo not given)	-0.7	-1	-1	0.4	0.5	4	-3	-10	-4.6
COc1ccc(CCNC(=O)C(=O)NCc2ccccc2)cc1OC	-0.1	5	3	-1.0	·	5	-4	4	-5.1
Cc1ccc(CN(C)C(=O)COC(=O)CSc2ccc([N+](=O)[O-])cc2)cc1	·	9	·	0.3	2.0	40	·	-2	-2.3
COc1ccc(OC(C)C(=O)Nc2ccccc2F)cc1 (stereo not given)	-0.1	1	0	-0.4	0.3	1	-7	-3	-1.0
Cc1ccc(C(=O)N/C(=C\c2ccco2)C(=O)NCCCn2ccnc2)cc1	0.1	-11	-4	-0.8	·	1	5	-14	1.9

Additional entries follow:
SMILES | BoNT A protease | CCHF vOTU inh | Anthrax LF prot | PfHsp40 rescue | TcdB inh | Y pestis TopoI | BoNT-F LC inh | PrPC surface inh | FadD28 FP inh
CCOc1ccc(OCC(=O)c2c(O)c3ccccc3oc2=O)cc1 | -0.3 | 6 | -3 | 0.3 | · | 3 | -15 | 4 | -2.4
CN(C1CCCCC1)S(=O)(=O)c1cc2c(cc1Cl)NC(=O)CO2 | -2.3 | 11 | -3 | -0.1 | 1.7 | 5 | 2 | 4 | -5.5
CCc1c(C)c2cc(Cl)c(O)c(CN(CC)CC)c2oc1=O | 0.7 | -313 | -1 | -1.2 | 2.0 | -4 | 5 | -6 | -3.1
Cc1ccc(-c2cc(-c3ccccc3)c(C#N)c(N)n2)o1 | 11 | -74 | 8 | -0.3 | · | 2 | -15 | -8 | -4.0
O=C(NC(C(=O)N/N=C/c1c2ccccc2cc2ccccc12)c1n[nH]c(=O)c2ccccc12)c1ccccc1 (stereo not given) | 0.4 | 20 | 3 | 1.5 | · | 38 | 0 | 11 | -4.1
CN(C)S(=O)(=O)c1cccc(NC(=O)c2cccc(S(=O)(=O)N3CCCCCC3)c2)c1 | -0.8 | 7 | 5 | -0.2 | -1.6 | 13 | -4 | 3 | -1.3
CCN(CC)c1nc(C)nc2c1cnn2CCc1ccccc1 | 0.3 | 0 | -1 | -0.9 | · | 12 | -4 | -1 | -1.6
O=C(NCC(c1ccco1)N1CCc2ccccc21)C(=O)Nc1ccccc1F (stereo not given) | -2.2 | -4 | -3 | 0.5 | -0.3 | 3 | 0 | 8 | -1.2
FC(F)(F)C12CC(c3ccccc3)=NCCN1CCN2 (stereo not given) | 0.3 | -18 | -10 | 0.8 | · | 0 | -7 | 0 | -0.3
CC(C)NC(=S)Nc1cccc2cnccc12 | 1.4 | 14 | 3 | 0.3 | -0.6 | 1 | 5 | 3 | -1.6
CCOc1ccc(NC(=O)C(Cc2ccccc2)N2C(=O)c3cccc4cccc(c34)C2=O)cc1 (stereo not given) | 0.3 | 6 | -4 | 0.1 | 0.1 | -9 | 6 | -3 | 0.1
CCCc1cc(NCc2ccccn2)n2c(nc3ccccc32)c1C#N | 0.1 | -44 | 0 | -0.6 | -1.1 | 3 | -1 | -4 | -3.8
Nn1c(SCC(=O)Nc2ccc3c(c2)OCO3)nnc1C1CC1 | -0.3 | -3 | 10 | 0.4 | · | 6 | -2 | 4 | -1.0
